# Compound activity deposited in PubChem by National Center for Advancing Translational Sciences (NCATS).
# USP1-UAF1 inh: inhibitors of human USP1/UAF1 deubiquitinase. O94782. recombinant USP1/UAF1, Ub-Rhodamine cleavage fluorescence. Potency, µM (top dose mostly 57.1 µM), inactives show at the top dose activity change, negative = inhibition, most hits filed as inhibitors. 390,000 tested, 0.23% active. AID 743255; note: potency is the fitted concentration of half-maximal effect; % is set by controls: 0 for no effect and ±100 for the full control effect; nearly all actives have a fitted effect of over 60% in size; inactives centre near -12
#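 1 nM enzyme complex + cpd, 15 min RT; start with Ub-Rho 150nM final; kinetic fluorescence ex 480/em 540, 6 reads q60 s. Buffer 50mM HEPES pH 7.8, 0.5mM EDTA, 0.1 mg/ml BSA, 1mM TCEP, 0.01% Tween-20.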
# D2 agonist: D2 dopamine receptor (human) agonism | P14416 | activation, % at 2 µM | HEK293 T-REx D2 cells, calcium flux agonist mode | 340,000 tested, 0.53% active;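 active = activation over 3 SD above normal in the single-dose calcium agonist read, cut at about 30% in these data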; note: 0% is about no effect
#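 Agonism scored from kinetic calcium signal (1 read/sec, 180 s) following compound pin transfer, after a 10 s baseline. Cells: HEK293 Trex line expressing inducible D2 receptor coupled to calcium, dye-loaded after overnight culture at 30 C.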
# rTrxR1 inhibitor: inhibitors of rat thioredoxin reductase 1; AID 588453; O89049; recombinant rTrxR1, NADPH fluorescence consumption, selenite substrate; 390,000 tested, 1% active; Potency, µM (doses to about 114 µM), for inactives: top-dose activity change, negative = inhibition, usual class: inhibitors; note: potency is the fitted concentration of half-maximal effect; % is set by controls: 0 for no effect and ±100 for the full control effect; nearly all actives have a fitted effect of over 65% in size
#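 Rat TrxR1 (90 nM in the dispensed reagent) was pre-reduced with 400 uM NADPH for 5 min at room temperature, then incubated with compound for 15 min. After 400 uM selenite was added, NADPH fluorescence (Ex 340/Em 450 nm) was followed for 8 min.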
# TRHR ag: activates the human TRH receptor. P34981. TRHR cells, calcium flux fluo-8, FDSS agonist mode. activation, % at 2 µM. 360,000 tested, 0.18% active; in the data active = activation above about 30%; note: 0% is about no effect
# Target sequence (P34981 whole entry, looked up): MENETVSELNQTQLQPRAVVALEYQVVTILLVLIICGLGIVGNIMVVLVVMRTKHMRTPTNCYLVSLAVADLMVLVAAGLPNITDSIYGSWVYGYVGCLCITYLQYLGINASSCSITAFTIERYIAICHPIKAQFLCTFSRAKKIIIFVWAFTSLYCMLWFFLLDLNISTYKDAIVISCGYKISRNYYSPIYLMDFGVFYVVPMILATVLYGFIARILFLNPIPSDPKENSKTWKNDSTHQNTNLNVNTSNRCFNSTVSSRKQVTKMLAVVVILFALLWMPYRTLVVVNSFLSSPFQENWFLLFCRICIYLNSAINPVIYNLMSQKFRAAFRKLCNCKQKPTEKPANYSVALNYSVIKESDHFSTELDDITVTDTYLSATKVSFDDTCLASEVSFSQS
#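 Fluo-8-loaded TRHR cells; 10 s baseline, compound added, kinetic Ca2+ fluorescence read 1/s, agonist mode.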
# Pin1 inhibitor: human Pin1 inhibition; Pin1 FP peptide displacement, HiFluor488, 10 min; Potency, µM (highest dose often 115 µM), for inactives: top-dose activity, negative = inhibition, usual class: inhibitors; 390,000 tested, 0.009% active; AID 504891; active = well fitted inhibition curve with a large enough effect in the polarisation, with a control signal flat, not every such curve was filed as active; inconclusive = small, poorly fitted or top-dose-only effect, or effect the other way, or a change in a side signal; inactive = no such curve, though single readings can be large or run the other way; the % refers to the polarisation; note: potency is the fitted concentration of half-maximal effect; % is set by controls: 0 for no effect and ±100 for the full control effect
# Target sequence (Q13526 whole entry, looked up): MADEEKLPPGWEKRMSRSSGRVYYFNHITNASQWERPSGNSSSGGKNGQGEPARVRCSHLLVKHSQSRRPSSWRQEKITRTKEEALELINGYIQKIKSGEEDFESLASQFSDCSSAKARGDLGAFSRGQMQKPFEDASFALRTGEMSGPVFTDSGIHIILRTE
# TRHR PAM: allosteric enhancers of human TRH receptor; P34981; TRHR cells, fluo-8 calcium fluorescence, EC20 TRH enhancement; enhancement, % at 2 µM; 360,000 tested, 0.66% active; in the data active = enhancement above about 30%; note: 0% is about no effect
#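 Enhancer read-out: after compound pinning and an initial kinetic agonist-mode read, an EC20 of TRH (10 nM final) was injected and fluo-8 calcium signal (Ex 480/Em 530) followed at 1 s/cycle for 100 cycles in TRHR-expressing cells.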
# IDH1 R132H inh: human IDH1 R132H inhibition; Potency, µM (doses to about 76.6 µM), inactives show top-dose activity change, negative = inhibition, actives largely listed as inhibitors; IDH1-R132H enzyme, NADPH consumption, diaphorase/resazurin fluorescence; 390,000 tested, 0.093% active; O75874; AID 602179; note: potency is the fitted concentration of half-maximal effect; % is set by controls: 0 for no effect and ±100 for the full control effect; nearly all actives have a fitted effect of over 65% in size
# Target sequence (O75874 whole entry R132H, stated change not applied): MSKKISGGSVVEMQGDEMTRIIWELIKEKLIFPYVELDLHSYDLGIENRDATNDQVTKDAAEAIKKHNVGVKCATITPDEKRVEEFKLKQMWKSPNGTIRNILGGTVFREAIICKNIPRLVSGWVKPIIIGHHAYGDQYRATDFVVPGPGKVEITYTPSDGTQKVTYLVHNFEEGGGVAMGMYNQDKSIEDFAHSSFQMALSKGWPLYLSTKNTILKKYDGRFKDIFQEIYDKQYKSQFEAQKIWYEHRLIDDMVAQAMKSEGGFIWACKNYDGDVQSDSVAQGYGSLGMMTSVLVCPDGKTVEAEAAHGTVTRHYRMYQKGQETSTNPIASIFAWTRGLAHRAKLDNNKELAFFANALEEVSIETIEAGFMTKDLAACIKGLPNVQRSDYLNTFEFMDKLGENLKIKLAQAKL
#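 IDH1-R132H (0.5 ug/mL) preincubated 30 min with compound, then NADPH (0.016 mM) and alpha-KG (2 mM) added; 80 min at RT, pH 7.5. Remaining NADPH coupled via diaphorase/resazurin to fluorescence (540/590 nm); concentration-response curves normalized to no-enzyme control.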
# TrxR1 substrate: substrates of rat thioredoxin reductase 1; O89049; purified TrxR1 substrate turnover, NADPH consumption readout; Potency, µM (series often up to 114 µM), without a hit: top-dose activity change, negative = substrate turnover; 390,000 tested, 0.01% active; note: potency is the fitted concentration of half-maximal effect; % is set by controls: 0 for no effect and ±100 for the full control effect; nearly all actives have a fitted effect of over 50% in size
#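 Rat TrxR1, dispensed at 90 nM, was prereduced with 400 uM NADPH (final) for 5 min at ~22 deg C, then incubated with compound 15 min before 400 uM selenite. A first-read NADPH fluorescence drop versus no-compound background flagged substrates.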
# D2 antag: antagonizes the human D2 dopamine receptor; inhibition, % at 10 µM; AID 485344; HEK293 TREx D2 cells, calcium flux, dopamine EC80; 340,000 tested, 2% active; in the data active = inhibition above about 30%; note: 0% is about no effect
#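 HEK293 T-REx D2 cells, tet-induced, calcium dye no-wash. Cpd pintool add, 180 s kinetic, then EC80 DA, 180 s kinetic. Ca flux read.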
# The depositor's hits bear a star; ? = inconclusive; . = not tested or not shown; [ ] = another dose, or the depositor's remark. Unless noted, calls come from the whole dose curve; as a rule, active = well fitted inhibition curve with a large enough effect; inconclusive = small, poorly fitted or top-dose-only effect; inactive = no such curve, though single readings can be large or run the other way.
# Keys – A = USP1-UAF1 inh; B = D2 agonist; C = rTrxR1 inhibitor; D = TRHR ag; E = Pin1 inhibitor; F = TRHR PAM; G = IDH1 R132H inh; H = TrxR1 substrate; I = D2 antag
(1) COc1ccc(CN2C(=O)Cc3c2nc(N)c2c(N)nc(N4CCOCC4)c(C#N)c32)cc1
  A = -20%	B = -0.3	C = -6%	D = 0.3	E = ?	F = 0	G = 6%	H = 22%	I = 1

(2) Nc1nc(-c2ccco2)c(-c2ccco2)s1
  A = -17%	B = 0.7	C = 50µM*	D = 0.6	E = ?	F = -5	G = 8%	H = 2%	I = 1

(3) CCN(CC)CCCNC(=O)CSc1nc(-c2ccc(F)cc2)cc(C(F)(F)F)n1
  A = -30%	B = -0.3	C = 6%[57.1 µM]	D = 0.5	E = 3%	F = 15	G = -4%	H = 4%[57.1 µM]	I = 2

(4) CC(C)(C)P(=O)(CO)c1ccccc1 (stereo unspecified)
  A = -12%	B = 0.3	C = -14%	D = 0.5	E = 6%	F = 8	G = 4%	H = -9%	I = -3

(5) COc1ccc2c(c1)nc(CN1CCN(CCO)CC1)n2C
  A = -8%	B = 0.2	C = 17%	D = 0.6	E = 0%	F = -3	G = 0%	H = 0%	I = 4

(6) COc1cc([N+](=O)[O-])ccc1NC(=O)COC(=O)c1c[nH]c(=O)[nH]c1=O
  A = -21%	B = .	C = 5%	D = .	E = 3%	F = .	G = -6%	H = -10%	I = .

(7) CCCC/C=C/[C@H](c1ccccc1)[C@H](CO)Cc1cccnc1
  A = -35%	B = .	C = -1%[57.1 µM]	D = .	E = ?	F = .	G = -7%	H = 1%[57.1 µM]	I = .

(8) COc1ccc(CC(=O)N2CCN(c3cccc(C)c3C)CC2)cc1
  A = -23%	B = 0.7	C = 19%	D = 0.0	E = 3%	F = -5	G = 1%	H = 1%	I = 18

(9) Cc1nnc(SCC(=O)NC(=O)NC(C)(C)C)n1N
  A = -18%	B = 1.6	C = 2%	D = 0.2	E = 1%	F = 2	G = -2%	H = -3%	I = -18

(10) CC(C)C(=O)N(c1ccc2oc(=O)sc2c1)S(=O)(=O)c1cccs1
  A = -12%	B = -0.6	C = 12%[57.1 µM]	D = 0.0	E = -4%	F = 0	G = -2%	H = 4%[57.1 µM]	I = 0

(11) O=C(c1ccc2ncsc2c1)N1CCN(c2ccc(O)cc2)CC1
  A = -11%	B = -0.1	C = -6%	D = 0.1	E = -12%	F = 0	G = 4%	H = -6%	I = 15

(12) CC(C)(C)c1ccc(C(=O)NCCNC(=O)c2ccco2)cc1
  A = -12%	B = -1.3	C = 20%[57.1 µM]	D = -0.4	E = -3%	F = -10	G = 6%	H = -15%[57.1 µM]	I = 4

(13) Cc1ccc(S(=O)(=O)c2nc(C)oc2NCc2ccccc2)cc1
  A = .	B = 0.4	C = .	D = 0.0	E = .	F = 4	G = .	H = .	I = -6

(14) COc1ccccc1NC(=O)c1ccc(NC(=O)COC(=O)c2cncc(Br)c2)cc1
  A = -9%	B = .	C = 13%	D = .	E = 19%	F = .	G = -1%	H = 5%	I = .

(15) N#Cc1cc2c(nc1SCC(=O)Nc1sc3c(c1C#N)CCC3)CCCCCC2
  A = -11%	B = -0.5	C = ?	D = 0.5	E = 32%[activator]	F = 4	G = -1%	H = -1%	I = -6

(16) Cc1cccc(C)c1NC(=O)C(c1cccs1)N(Cc1ccco1)C(=O)Cn1nnc2ccccc21 (stereo unspecified)
  A = -17%	B = 0.1	C = 9%[57.1 µM]	D = -0.2	E = 2%	F = -6	G = -3%	H = 5%[57.1 µM]	I = 5

(17) CCn1cc(CNC(=O)c2cccc([N+](=O)[O-])c2)c(C)n1
  A = -9%	B = 0.3	C = -11%	D = 0.3	E = -12%	F = -4	G = 4%	H = -13%	I = 9

(18) O=C(CN1CCN(c2ccc(F)cc2)CC1)c1ccc2c(c1)OCO2
  A = -24%	B = -0.5	C = 25µM*	D = 2.0	E = -1%	F = -4	G = 3%	H = 4%	I = -19

(19) CCN1Cc2c(cc(OC)c(OC)c2OC)-c2ccccc2S1(=O)=O
  A = -21%	B = .	C = 4%	D = .	E = -3%	F = .	G = 13%	H = 10%	I = .

(20) CSCCC(NC(=O)c1ccco1)C(=O)OCc1cc([N+](=O)[O-])cc2c1OCOC2 (stereo unspecified)
  A = -20%	B = 8.5	C = 24%	D = 4.8	E = -5%	F = 1	G = 11%	H = -1%	I = -9

(21) COc1ccc(CNC(=O)C[C@H]2C[C@H](C(=O)N3CCOCC3)[C@@]3(CCC4CCCC4)c4[nH]c5cc(-c6ccco6)ccc5c4CCN3C2=O)cc1OC
  A = -10%	B = .	C = 5%	D = .	E = 21%	F = .	G = -7%	H = 5%	I = .

(22) CC(=O)Nc1ccccc1NC(=O)c1ccc(C)c(C)c1
  A = -16%	B = 0.4	C = -7%	D = 0.0	E = 0%	F = -3	G = -2%	H = -3%	I = -25

(23) Cc1cc(-n2cnnn2)cc(C)c1S(=O)(=O)NCCOc1ccccc1
  A = -24%	B = 1.4	C = 11%	D = -0.1	E = 5%	F = -14	G = 4%	H = -3%	I = 10

(24) CCOC(=O)/C(C#N)=C1/SC(C)C(=O)N1c1ccc(Br)cc1 (stereo unspecified)
  A = 5%	B = 0.2	C = 15%	D = 0.0	E = 4%	F = 4	G = 1%	H = -3%	I = 0

(25) Cc1ccc(S(=O)(=O)N2CCN(C(=O)CN3C(=O)NC4(CCCCC4)C3=O)CC2)c(C)c1
  A = -10%	B = -0.1	C = 4%[57.1 µM]	D = -0.2	E = 6%	F = 1	G = -6%	H = 2%[57.1 µM]	I = -23

(26) CC(C)C(NS(=O)(=O)c1ccc2c(c1)OCCCO2)C(=O)O (stereo unspecified)
  A = 1%	B = 0.9	C = -8%	D = 0.2	E = 1%	F = 4	G = 7%	H = -5%	I = -3

(27) CC(C)CCN(C)C1CCN(C(=O)Nc2c(F)cccc2F)CC1
  A = -13%	B = 1.1	C = -10%	D = 0.6	E = -2%	F = -3	G = -3%	H = 2%	I = -1

(28) C#CCOCCOCCOCCNc1nc(N2CCOCC2)nc(N2CCN(C(=O)CCCCCCCCCCNC(=O)Cn3cc(CCCCCN)nn3)CC2)n1
  A = -9%	B = -0.8	C = 2%	D = -0.3	E = -14%	F = -3	G = 4%	H = 5%	I = 3

(29) CCOC(=O)N1CCC(NC(=O)c2ccc3c(Cl)c4c(nc3c2)CCCC4)CC1
  A = -13%	B = -0.8	C = 19%[57.1 µM]	D = -1.3	E = 4%	F = -2	G = 2%	H = 15%[57.1 µM]	I = 5

(30) O=C1C2C3C=CC([C@@H]2C(=O)N1c1nccs1)C31CC1 (stereo partly specified)
  A = -18%	B = -0.5	C = 1%	D = 0.4	E = -10%	F = 2	G = 3%	H = -4%	I = -1

# Entries of single compounds from above. Values in the order: USP1-UAF1 inh	D2 agonist	rTrxR1 inhibitor	TRHR ag	Pin1 inhibitor	TRHR PAM	IDH1 R132H inh	TrxR1 substrate	D2 antag
# `Cc1cc(-n2cnnn2)cc(C)c1S(=O)(=O)NCCOc1ccccc1` as listed: -24%	1.4	11%	-0.1	5%	-14	4%	-3%	10
# `CCN1Cc2c(cc(OC)c(OC)c2OC)-c2ccccc2S1(=O)=O` as listed: -21%	.	4%	.	-3%	.	13%	10%	.
# `CCn1cc(CNC(=O)c2cccc([N+](=O)[O-])c2)c(C)n1` as listed: -9%	0.3	-11%	0.3	-12%	-4	4%	-13%	9
# `CC(=O)Nc1ccccc1NC(=O)c1ccc(C)c(C)c1` as listed: -16%	0.4	-7%	0.0	0%	-3	-2%	-3%	-25
# `CC(C)CCN(C)C1CCN(C(=O)Nc2c(F)cccc2F)CC1` as listed: -13%	1.1	-10%	0.6	-2%	-3	-3%	2%	-1

# (listing goes on)
# Keys – A = USP1-UAF1 inh; B = D2 agonist; C = rTrxR1 inhibitor; D = TRHR ag; E = Pin1 inhibitor; F = TRHR PAM; G = IDH1 R132H inh; H = TrxR1 substrate; I = D2 antag
(31) COc1ccc(-c2cc(=O)oc3cc(OC(C)C(=O)NC(Cc4c[nH]c5ccc(O)cc45)C(=O)O)ccc23)cc1 (stereo unspecified)
  A = 4%	B = 4.7	C = -13%	D = 0.2	E = -7%	F = 1	G = -5%	H = -5%	I = -22

(32) COc1ccc2[nH]c(=O)c(CN(Cc3cccs3)S(=O)(=O)c3c(C)ccc4nsnc34)cc2c1
  A = -12%	B = -0.1	C = 12%	D = -0.1	E = 22%	F = -7	G = 9%	H = 6%	I = -6

(33) CN(C)c1ccc(CNC(=O)C2CCN(S(=O)(=O)c3ccc4c(ccn4C)c3)CC2)cc1
  A = -15%	B = -0.1	C = 16%[57.1 µM]	D = -0.2	E = 0%	F = 3	G = -9%	H = 3%[57.1 µM]	I = .

(34) O=C(OCCN1CCCCC1)C1(c2ccccc2)CCCC1
  A = -3%	B = -3.1	C = 10%[57.1 µM]	D = -0.7	E = -11%	F = 0	G = -4%	H = 1%[57.1 µM]	I = -11

(35) Cc1cc(C(=O)NCc2cc(C(=O)O)oc2C)c(C)o1
  A = 6%	B = .	C = 4%[57.1 µM]	D = 1.0	E = ?	F = 1	G = 13%	H = 4%[57.1 µM]	I = .

(36) O=C(OCc1cccc(F)c1)c1ccc2c(=O)n3c(nc2c1)CCC3
  A = 3%	B = .	C = 0%	D = -1.9	E = 19%	F = -11	G = -3%	H = -4%	I = .

(37) CC(=O)NC1CC(C)(C)N(OC(C)=O)C(C)(C)C1
  A = -11%	B = -0.4	C = -6%	D = -1.2	E = 1%	F = 2	G = 0%	H = -5%	I = 3

(38) CCCN1C(=O)/C(=C/c2ccc(C)s2)NC1=S
  A = -8%	B = 0.4	C = 2%	D = 0.9	E = ?	F = -7	G = 9%	H = -1%	I = 31*

# The list is partial. The share of hits here may be higher or lower than overall.
